Screens (PubChem BioAssay)
DAX1 inh-1 = blocks DAX1 repression of SF-1 activated StAR promoter | HEK293T StAR-luciferase reporter, SF-1/DAX-1 repression relief | inhibition, % at 6.8 µM | 370,000 tested, 1.1% active | AID 652010;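 active = inhibition above the mean over all tested compounds plus 3 SD, cut at about 3.6% in these data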;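 note: 0% = DAX-1 cells with DMSO and 100% = cells lacking DAX-1 with DMSO; higher inhibition means more luminescence from relief of DAX-1 repression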
ADAM10 inh = ADAM10 inhibition, QFRET primary screen; recombinant ADAM10, EDANS/DABCYL FRET peptide cleavage, 3 h; AID 720582; inhibition, % at 7 µM; 370,000 tested, 0.62% active; O14672;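 active = inhibition above a per-campaign cutoff equal to the mean of compounds falling between control-based bounds plus 3 SD, cut at about 20% in these data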;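 note: 0% = DMSO wells while the 100% control is not disclosed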
ADAM17 inh = ADAM17 inhibition, QFRET primary screen | P78536 | recombinant ADAM17, EDANS/DABCYL FRET peptide cleavage | inhibition, % at 6.95 µM | 370,000 tested, 0.83% active;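 active = inhibition above the mean of compounds lying between control limits plus 3 SD, set per campaign, cut at about 8.5% in these data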;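 note: 0% = DMSO-only wells as the low control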
Target sequence (P78536 215-824 limits assumed): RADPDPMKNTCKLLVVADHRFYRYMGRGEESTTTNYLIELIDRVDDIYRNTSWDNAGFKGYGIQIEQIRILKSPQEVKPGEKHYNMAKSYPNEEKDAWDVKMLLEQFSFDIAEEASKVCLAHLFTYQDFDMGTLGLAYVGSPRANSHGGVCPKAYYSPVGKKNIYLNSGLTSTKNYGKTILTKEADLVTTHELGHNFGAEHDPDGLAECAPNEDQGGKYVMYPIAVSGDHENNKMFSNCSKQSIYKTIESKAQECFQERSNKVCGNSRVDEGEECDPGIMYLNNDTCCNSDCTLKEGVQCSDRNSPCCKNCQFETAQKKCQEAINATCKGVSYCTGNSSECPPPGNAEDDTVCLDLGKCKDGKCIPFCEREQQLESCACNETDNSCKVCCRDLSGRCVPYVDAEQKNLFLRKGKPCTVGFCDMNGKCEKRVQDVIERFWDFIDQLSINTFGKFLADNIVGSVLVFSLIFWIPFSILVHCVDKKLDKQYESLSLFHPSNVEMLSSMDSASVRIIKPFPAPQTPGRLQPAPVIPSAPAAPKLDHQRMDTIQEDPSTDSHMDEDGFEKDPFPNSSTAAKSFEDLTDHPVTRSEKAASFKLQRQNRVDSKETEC
FXN GAA850 act = frataxin GAA850 promoter activation. HEK293 lucGAA850 FXN promoter luciferase reporter, 24 h; percent of 10 µM SAHA response. 360,000 tested, 0.56% active. activation, % at 6 µM;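 active = activation above the average of all compounds screened plus 3 SD, cutoff fixed separately per campaign, cut at about 7.5% in these data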;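 note: 0% = DMSO wells and 100% = 10 µM SAHA wells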
DAX1 inh-2 = inhibitors of human orphan nuclear receptor DAX1 (NR0B1) | P51843 | HEK293 Gal4-DAX1 luciferase reporter, luminescence | inhibition, % at 6.75 µM | 340,000 tested, 0.99% active | AID 504766;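 active = inhibition above the mean over all tested compounds plus 3 SD, cut at about 4.2% in these data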;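 note: 0% = DAX1-transfected cells with DMSO and 100% = empty-vector control cells with DMSO; inhibition shows as a rise in luminescence from relieved DAX1 repression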
Target sequence (P51843 207-470 limits assumed): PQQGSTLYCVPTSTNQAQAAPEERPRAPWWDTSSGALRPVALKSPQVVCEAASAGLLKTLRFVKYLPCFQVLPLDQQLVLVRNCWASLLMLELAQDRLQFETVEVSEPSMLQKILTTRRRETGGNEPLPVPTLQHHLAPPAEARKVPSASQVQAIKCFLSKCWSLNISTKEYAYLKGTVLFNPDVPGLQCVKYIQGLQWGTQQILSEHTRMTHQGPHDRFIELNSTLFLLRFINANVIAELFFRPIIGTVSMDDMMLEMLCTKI
hgDAF12 agonist = activates the H. glycines DAF-12 receptor ligand-binding domain. activation, % at 6.8 µM. 370,000 tested, 1.8% active. HEK293 GAL4-hgDAF12 UAS-luciferase reporter, agonist luminescence; normalized to butyrate control;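 active = activation above a cutoff set at the mean of all screened compounds plus 3 SD, cut at about 10% in these data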;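 note: 0% = DMSO wells and 100% = sodium butyrate wells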
ssDAF-12 act = activators of S. stercoralis DAF-12 nuclear receptor | HEK293 ssDAF-12/GRIP1 lit1-tk-luc reporter, luminescence; % of 3 µM dafachronic acid response | activation, % at 6.8 µM | 370,000 tested, 1% active | AID 652126;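 active = activation above the mean over all tested compounds plus 3 SD, cut at about 0.9% in these data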;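 note: 0% = DMSO-only wells and 100% = 3 µM delta7-dafachronic acid wells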
PLCb3 inh = PLC-beta3 (human) inhibition, primary screen. Q01970. Purified PLC-beta3, fluorogenic substrate, fluorescence. inhibition, % at 12.2 µM. 370,000 tested, 0.18% active. AID 720704; in the data active = inhibition above about 11%;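 note: 0% = median of compound wells on plate and 100% = full blocker control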
PLC-gamma1 inh = blocks human PLC-gamma1 enzyme activity | purified PLC-gamma1, fluorogenic substrate, fluorescence | inhibition, % at 12.2 µM | 370,000 tested, 0.84% active | P19174; in the data active = inhibition above about 9.5%
hcDAF12 agonist = activates DAF-12 receptor from parasite H. contortus | HEK293 hcDAF-12 lit1-tk-luc reporter, luminescence; 0% DMSO, 100% Δ7-dafachronic acid | 370,000 tested, 1.4% active | activation, % at 6.8 µM;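 active = activation above the mean of all tested compounds plus 3 SD, cut at about 5.5% in these data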;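 note: 100% = response to 3 µM Δ7-dafachronic acid high control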
sPLA2-III inh = Blocks human group III sPLA2 activity | Q9NZ20 | QFRET BODIPY PC-A2 liposome hydrolysis, fluorescence | inhibition, % at 12.2 µM | 370,000 tested, 0.56% active;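 active = inhibition above mean plus 3 SD of compounds lying within the high and low control bounds, cut at about 19% in these data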;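 note: 0% = median of test compound wells and 100% = no enzyme DMSO wells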
An asterisk follows results filed as active; nt = no result given.

cpd | Compound | FXN GAA850 act | ADAM10 inh | ADAM17 inh | sPLA2-III inh | hgDAF12 agonist | DAX1 inh-2 | ssDAF-12 act | DAX1 inh-1 | hcDAF12 agonist | PLC-gamma1 inh | PLCb3 inh
1 | COc1ccc(CNC(=O)C[C@H]2C(=O)N(Cc3ccc(OC)cc3)C[C@@H]2Cc2ccccc2)cc1 | -1.1 | 18 | -1 | -15 | -6.3 | -0.4 | -1.5 | -0.7 | -2.5 | 11* | 5
2 | CC(C)On1c(SC(C)C)nc2ccccc2c1=O | 1.3 | 2 | -1 | 0 | -2.1 | 0.9 | -1.2 | -0.7 | -0.9 | 0 | 2
3 | Cn1sc(NC(=O)c2ccc(Cl)cc2)nc1=O | 1.1 | 5 | 0 | 0 | 2.6 | -0.3 | -0.4 | 1.1 | 3.5 | 6 | 2
4 | CCc1ccc2[nH]c3nc(SCc4nnc(-c5ccccc5)o4)nnc3c2c1 | 0.9 | -8 | -8 | 13 | 6.3 | 1.0 | -1.2 | -0.3 | -0.4 | 2 | -4
5 | CCC(C)NS(=O)(=O)c1ccc(F)c(C(=O)Nc2c(F)cc(F)cc2Br)c1 (centres undefined) | 0.4 | -2 | -2 | 6 | -2.1 | 2.6 | -1.1 | -0.5 | -2.0 | 1 | -5
6 | O=C(c1ccco1)N1CCn2cccc2C1c1ccccc1 (centres undefined) | -1.2 | 6 | -4 | -14 | 2.0 | -0.1 | -1.1 | -0.6 | -1.9 | -5 | -7
7 | Cc1cc(C(=O)Nc2ccc(Br)cn2)sc1C | 1.7 | 0 | 0 | 0 | 14* | 2.2 | 0.5 | 6.3* | 5.8* | 2 | 2
8 | CCC1(CC)CNC(=O)NC1=O | -0.9 | -4 | -2 | -1 | 1.6 | 1.8 | -0.9 | 1.4 | 0.8 | -3 | 3
9 | CCC(C)[C@H](N)C(=O)NC[C@H]1CC[C@H](C(=O)N[C@@H](Cc2ccccc2)C(=O)O)CC1 (some centres undefined) | -0.5 | 3 | -4 | 5 | 1.1 | 0.1 | -1.6 | 0.2 | 0.1 | 1 | -2
10 | Cc1ccc(-n2c(C)nnc2SCC(=O)N2CCc3ccccc3C2)cc1C | 1.1 | -4 | -5 | -3 | -1.9 | 0.1 | -0.7 | -0.7 | -2.4 | -2 | 1
11 | COc1ccc(-c2csc(NC(=O)c3ccoc3C)n2)cc1 | 5.1 | 8 | 3 | -10 | 11* | 1.9 | -1.5 | 1.7 | 1.1 | -2 | -3
12 | Cc1ccc(SCCNC(=O)c2ccc(C)c([N+](=O)[O-])c2)cc1 | -0.1 | -1 | 2 | -8 | -1.9 | -0.1 | -0.9 | 0.1 | -3.0 | 0 | 4
13 | COc1cc(SC)ccc1C(=O)N1CCCCCC1 | 0.2 | -13 | 0 | 1 | 2.3 | 0.2 | -1.3 | -0.7 | -1.7 | 1 | 3
14 | c1ccc(N=C2SCCCS2)cc1 | -0.4 | -3 | 1 | 2 | 6.6 | -0.1 | -1.0 | 1.1 | -1.1 | 5 | 4
15 | O=S1(=O)c2c(NCc3ccco3)cccc2Oc2ccccc2CN1Cc1cn(Cc2ccc(F)cc2)nn1 | nt | -1 | 1 | -8 | -1.7 | nt | -1.5 | -0.3 | -2.1 | -39 | -50
16 | CCCN(CCC)C(=O)/C=C/c1cccc([N+](=O)[O-])c1 | -0.4 | -2 | -5 | 4 | 7.3 | 0.5 | -0.9 | 1.2 | -1.1 | -1 | -4
17 | CCOc1cccc(-c2nnc3sc(-c4cccs4)nn23)c1 | 5.5 | 2 | -2 | -1 | 4.3 | 0.0 | -1.4 | -0.4 | -1.5 | 2 | 2
18 | COc1ccccc1NS(=O)(=O)c1ccc(/C=C/C(=O)O)cc1 | 0.3 | 1 | -1 | 3 | 1.0 | 0.2 | -1.0 | 0.3 | 0.0 | 1 | 0
19 | CCCCCCC1CC(=O)NC(=O)N1 (centres undefined) | 1.2 | -4 | -1 | -7 | 0.0 | 0.8 | -1.7 | 0.9 | -0.5 | -2 | -3
20 | O=C(c1n[nH]c2ccccc12)N1CCN(c2ccc(F)cc2)CC1 | 2.8 | -2 | -6 | -1 | 0.2 | 0.7 | -0.9 | -1.0 | -1.1 | 1 | -7
21 | C[C@H](NC(=O)c1cc2cc(Cl)ccc2n1C)C(=O)N[C@@H](Cc1ccccc1)C(=O)O | 0.2 | -9 | -9 | -4 | 2.1 | -0.2 | -1.2 | -0.2 | 1.4 | -2 | -5
22 | C=C1CCN([C@@H](Cc2ccccc2)C(=O)NCc2ccc(Cl)cc2)S(=O)(=O)c2ccccc21 | 0.6 | 13 | 6 | -10 | -2.2 | 1.2 | -1.4 | -0.1 | 0.2 | 1 | 3
23 | O=C(c1nsc(Cl)c1Cl)N1CCCCC1 | -0.7 | 1 | -5 | 3 | 2.0 | 0.6 | -1.5 | 0.5 | -0.7 | 3 | -2
24 | C/C(=N\NC(=S)NCCc1ccccc1)c1ccc(C#N)cc1 | -0.1 | 1 | 3 | 13 | 0.6 | 2.5 | -1.4 | -0.7 | -0.5 | 2 | -2
25 | COc1ccc(-c2ccc(OC)cc2)cc1 | 2.3 | 2 | 2 | 1 | 1.4 | 1.9 | -0.4 | -0.1 | 0.8 | 6 | 4
26 | CN(CCOc1ccccc1)C(=O)c1ccc(N2CCCC2)c([N+](=O)[O-])c1 | 3.0 | -2 | 1 | -2 | -2.6 | -0.6 | -0.6 | 0.2 | -2.1 | -3 | -4
27 | CC(Oc1ccc(NC(=O)c2ccco2)cc1)C(=O)N1c2ccccc2CC1C (centres undefined) | -0.4 | 9 | -3 | 3 | -0.5 | -1.8 | -1.0 | -0.9 | -0.9 | -1 | -3
28 | Cc1cccc(C)c1Nc1nc2ccccc2o1 | -0.5 | -12 | -7 | 8 | -2.1 | -0.7 | -0.4 | -0.5 | -1.1 | 0 | -4
29 | O=C(COc1ccc(S(=O)(=O)NCCc2ccccc2)cc1)N1CCCC1 | 2.6 | 7 | 0 | -5 | -2.7 | 0.3 | -1.3 | -0.9 | -1.2 | -4 | -2
30 | CC(=O)Nc1ccc(S(=O)(=O)N2CCN(S(=O)(=O)c3ccccc3)CC2)cc1 | 0.4 | -14 | -7 | 5 | 0.1 | 1.7 | -0.3 | -0.1 | 0.5 | 4 | -11
31 | Cc1ccc2c(c1)N(CC(=O)N1CCCCC1)C(=O)CO2 | 0.8 | 5 | -3 | -2 | -0.8 | -0.5 | -1.0 | -0.1 | -1.4 | 0 | -5
32 | Cc1onc(C(=O)N2CCN(c3ccccc3)CC2)c1[N+](=O)[O-] | -1.0 | 11 | -6 | -6 | -1.6 | -0.1 | -1.2 | -0.4 | 2.2 | 2 | -7

Exported in transposed form: entries from further up
(26) CN(CCOc1ccccc1)C(=O)c1ccc(N2CCCC2)c([N+](=O)[O-])c1
(27) CC(Oc1ccc(NC(=O)c2ccco2)cc1)C(=O)N1c2ccccc2CC1C (centres undefined)
(28) Cc1cccc(C)c1Nc1nc2ccccc2o1
(29) O=C(COc1ccc(S(=O)(=O)NCCc2ccccc2)cc1)N1CCCC1
Screen / compound no.	26	27	28	29
FXN GAA850 act	3.0	-0.4	-0.5	2.6
ADAM10 inh	-2	9	-12	7
ADAM17 inh	1	-3	-7	0
sPLA2-III inh	-2	3	8	-5
hgDAF12 agonist	-2.6	-0.5	-2.1	-2.7
DAX1 inh-2	-0.6	-1.8	-0.7	0.3
ssDAF-12 act	-0.6	-1.0	-0.4	-1.3
DAX1 inh-1	0.2	-0.9	-0.5	-0.9
hcDAF12 agonist	-2.1	-0.9	-1.1	-1.2
PLC-gamma1 inh	-3	-1	0	-4
PLCb3 inh	-4	-3	-4	-2

Next section.
cpd | Compound | FXN GAA850 act | ADAM10 inh | ADAM17 inh | sPLA2-III inh | hgDAF12 agonist | DAX1 inh-2 | ssDAF-12 act | DAX1 inh-1 | hcDAF12 agonist | PLC-gamma1 inh | PLCb3 inh
33 | Cc1ccc(CC(=O)Nc2ccc(C(=O)N3CCOCC3)cc2)cc1 | 2.7 | -3 | 2 | -2 | 4.0 | 0.8 | -0.8 | -0.4 | -2.9 | 1 | -3
34 | Cc1cc(C(=O)N2CCCC(C(=O)c3cccc(C(F)(F)F)c3)C2)n[nH]1 (centres undefined) | 5.0 | 4 | -4 | 2 | -1.1 | -0.6 | -1.1 | -0.8 | 0.8 | -1 | -7
35 | COc1ccc(CC(=O)NNS(=O)(=O)c2ccc([N+](=O)[O-])cc2)cc1OC | 0.7 | 5 | 0 | 3 | -2.5 | 1.6 | -1.4 | 0.4 | 0.3 | 2 | 1
36 | CC(=O)c1c(C)oc2ccc(N(C(C)=O)S(=O)(=O)c3ccc(F)cc3C)cc12 | 0.7 | -10 | 0 | 0 | -0.3 | 1.1 | -0.9 | 0.8 | -0.9 | 0 | -4
37 | O=C(c1ccc2c(c1)OCO2)N1CCN(S(=O)(=O)c2ccc(Cl)cc2)CC1 | -0.1 | -8 | 0 | -5 | -2.1 | 0.6 | -1.1 | -0.1 | -2.1 | 2 | -2
38 | COc1ccccc1CC(=O)Nc1ccc(C(=O)N2CCCCC2)cc1 | 1.4 | 1 | -2 | -2 | 0.3 | 0.7 | -0.8 | 3.9* | 0.2 | 2 | -2
39 | S=C1NC2(CCCCC2)N=C1c1ccccc1 | 2.1 | -1 | -3 | 4 | -0.4 | -0.3 | -0.7 | 0.2 | -0.6 | -1 | 2
40 | CC1CCCN(C(=O)C2CCN(C(=O)Nc3ccccc3)CC2)C1 (centres undefined) | 1.1 | 6 | 0 | 1 | 3.0 | 1.4 | -1.2 | 1.0 | -1.9 | 0 | -1
41 | CC(C)(C)OC(=O)COc1cc(O)c2c(=O)cc(-c3ccccc3)oc2c1 | 3.9 | 3 | -3 | 3 | -0.5 | 1.8 | -1.1 | -0.1 | 1.6 | 4 | -2
42 | CCOc1ccc(N(CC(=O)NCCc2ccc(F)cc2)S(=O)(=O)c2ccccc2)cc1 | 0.6 | -3 | 2 | -12 | 1.7 | 0.7 | -1.2 | -0.1 | -1.1 | 0 | -10
43 | NC(=O)NNc1ncc(C(F)(F)F)cc1Cl | -0.5 | -1 | 0 | 1 | -2.0 | -0.4 | -1.7 | 0.4 | 0.4 | -1 | 2
44 | CC1Cc2ccccc2N1C(=O)CSc1nnnn1C (centres undefined) | 0.8 | -1 | 0 | 5 | -0.5 | 1.0 | -1.2 | -0.3 | 0.5 | 3 | -5
45 | O=S(=O)(/C=C/c1ccccc1)N1CCc2ccccc2C1 | 0.1 | 8 | 7 | -2 | 0.2 | -1.2 | -1.2 | -0.1 | -1.1 | 1 | -4
46 | CC(C(=O)NCc1ccco1)c1ccc([N+](=O)[O-])cc1 (centres undefined) | 2.1 | -5 | 0 | 1 | -3.0 | -2.0 | -0.8 | -0.5 | 0.0 | 7 | 0
47 | Cn1c(=O)cc(SCC(=O)NCc2cccnc2)c2ccccc21 | -0.7 | -20 | -10 | -1 | 0.9 | -0.5 | -1.0 | 0.2 | 0.1 | 1 | -1
48 | CCOC(=O)C1CCN(C(=O)/C=C/c2ccc3c(c2)OCO3)CC1 | 2.9 | -93 | -23 | -2 | 7.6 | -1.5 | -0.6 | 1.5 | 2.0 | -20 | -26
